# Compound activity (PubChem)
# FBW7 activator = FBW7 E3 ligase activators, primary screen, biochemical, AlphaScreen, human | normalized activity (activation), % at 26.1 µM | AlphaScreen FBW7–phospho-cyclin E peptide binding, activator screen | hit rate 0.13% among 650,000 | F-box/WD repeat-containing protein 7 (Homo sapiens), Q969H0; in the data active = normalized activity above about 1.9%;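 note: purified mutant Fbw7 with reduced substrate affinity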
# MITF primary = MITF inhibitors, primary screen, biochemical, AlphaScreen, human | Microphthalmia-associated transcription factor (Homo sapiens), O75030 | AlphaScreen MITF homodimerization, bead proximity signal | inhibition, % at 2.6 µM | hit rate 0.91% among 650,000 | AID 1259374, 2018; in the data active = inhibition above about 50%;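 note: 0% = vehicle wells with protein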
# Target sequence (O75030 whole entry, looked up): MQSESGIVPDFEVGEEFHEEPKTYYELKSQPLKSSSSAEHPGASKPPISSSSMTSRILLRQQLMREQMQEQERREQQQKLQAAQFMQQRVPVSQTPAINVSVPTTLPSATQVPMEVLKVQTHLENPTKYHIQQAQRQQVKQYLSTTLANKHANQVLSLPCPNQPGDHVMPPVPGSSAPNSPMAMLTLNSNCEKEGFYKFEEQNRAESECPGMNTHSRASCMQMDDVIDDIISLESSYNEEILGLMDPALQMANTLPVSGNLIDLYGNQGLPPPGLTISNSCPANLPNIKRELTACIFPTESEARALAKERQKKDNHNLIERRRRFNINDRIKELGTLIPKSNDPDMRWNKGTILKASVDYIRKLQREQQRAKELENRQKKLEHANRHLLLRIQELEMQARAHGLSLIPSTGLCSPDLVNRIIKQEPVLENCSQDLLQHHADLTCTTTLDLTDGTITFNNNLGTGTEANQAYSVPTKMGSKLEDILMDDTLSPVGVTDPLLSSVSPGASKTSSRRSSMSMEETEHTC
# GPR151 activ = activators of human GPR151, primary screen, cell-based, PathHunter beta-arrestin, luminescence; G-protein coupled receptor 151 (Homo sapiens), Q8TDV0; PathHunter beta-arrestin GPR151 cells; activation, % at 11.2 µM; hit rate 1% among 650,000; in the data active = activation above about 4.9%;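 note: 0% = median of compound wells and 100% = cells with positive control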
# Target sequence (Q8TDV0 whole entry, looked up): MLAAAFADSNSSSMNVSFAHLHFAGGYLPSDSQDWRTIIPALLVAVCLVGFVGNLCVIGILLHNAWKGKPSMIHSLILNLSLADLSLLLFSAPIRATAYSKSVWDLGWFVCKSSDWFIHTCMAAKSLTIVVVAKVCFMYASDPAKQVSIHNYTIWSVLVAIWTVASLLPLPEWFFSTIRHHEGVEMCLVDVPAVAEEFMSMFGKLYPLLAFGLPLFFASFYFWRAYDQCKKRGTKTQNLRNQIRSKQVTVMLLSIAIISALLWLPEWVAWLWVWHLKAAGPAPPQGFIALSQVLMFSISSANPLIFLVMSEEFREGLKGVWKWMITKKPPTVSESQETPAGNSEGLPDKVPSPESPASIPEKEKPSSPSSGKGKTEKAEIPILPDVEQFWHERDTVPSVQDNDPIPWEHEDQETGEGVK
# TEAD-YAP inh = TEAD-YAP interaction inhibition, primary screen, TEAD-YAP interaction inhibitor project, luminescence, HEK-TIYL cells; TEAD-Gal4/YAP UAS-luciferase luminescence; hit rate 1.4% among 640,000; inhibition, % at 9.12 µM; in the data active = inhibition above about 32%;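 note: 0% = median of test compound wells and 100% = reference inhibitor wells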
# * marks the source's active call; other numbers are inactive results.
SMILES,FBW7 activator,MITF primary,GPR151 activ,TEAD-YAP inh
Cc1cc(C)nc(N2CCN(S(C)(=O)=O)CC2)n1,-0.1,11,-0.6,11
Cc1ccn2cc(-c3cccc(NS(C)(=O)=O)c3)nc2c1,0.0,0,-3.3,-32
COCc1c(Br)c(C)[nH]c(=O)c1C#N,0.1,17,-0.4,2
CC1(C)CC(=O)C(C=NCC2CCN(C(=O)c3ccccc3)CC2)=C(O)C1,1.1,26,-1.2,5
C[C@H]1C(=O)N2CCN(C(=O)c3cc(F)c(F)cc3F)C[C@@H]2C(=O)N1C,-0.1,-1,0.3,-1
NC(=O)NC(=O)COC(=O)c1ccc2ccccc2c1,0.0,1,2.0,-1
C/C(=N/NC(=O)c1ccco1)c1cccnc1,-0.1,3,0.3,-85
CC(C)(C)NC(=O)CN(c1ccc(Cl)cc1)S(C)(=O)=O,-0.2,10,0.6,1
O=C(Cc1c[nH]c2ccccc12)NNC(=O)Cn1c(C(F)(F)F)nc2ccccc21,0.5,29,-2.3,9
COCCCNCCOCCOc1ccccc1OC(C)C,0.9,47,1.1,0
COc1ccc(-c2nc3ccc(Br)cc3c(=O)o2)cc1,0.0,5,1.8,-4
Cc1cccc(N(CCCN2C(=O)c3cccc4cccc(c34)C2=O)C(=O)c2cccs2)c1,0.1,-7,5.7*,-2
COc1ccc(OCc2nc3ccccc3n2Cc2ccccc2Cl)cc1,-0.1,-2,-0.3,-16
O=C(NCCc1cscn1)c1ccc(-n2cc(NC(=O)c3ccoc3)cn2)cc1,0.0,4,2.2,-19
CCCCN(C)C(=O)CCC(=O)NNc1nc2ccccc2c2nc(C)nn12,0.1,-10,-0.9,-1
COCCNCC(O)Cn1c2ccc(Cl)cc2c2cc(Cl)ccc21 (stereo not drawn),0.0,-6,1.1,-4
Cc1nnc(SCC(=O)NNC(=O)c2ccco2)[nH]c1=O,-0.2,2,4.1,-6
CC(=O)Nc1ccc(Nc2nc(N3CCC(N4CCOCC4)CC3)nc3nc[nH]c23)cc1,-0.1,2,0.5,-2
COc1ccc(Br)cc1C(=O)Nc1ccc(-c2nnc(-c3ccco3)o2)cc1,0.0,-1,-2.0,-1
CC1=NN(c2ccccc2)C(=O)/C1=C\c1ccc(Br)o1,0.2,34,-0.5,6
Nc1nonc1-c1noc(COc2cc(Cl)c(Cl)cc2Cl)n1,0.0,11,0.2,-68
CC(C)NC(=O)CN1Cc2ccccc2C1=O,0.4,6,-1.9,11
C=CCn1c(SCC(=O)N2CCCC2)nc2cc(C(=O)NCc3ccco3)ccc2c1=O,0.3,16,-0.8,15
COc1ccc(/C=C/C(=O)Nc2ccc(N3CCOCC3)cc2)cc1Br,-0.4,-18,0.7,-3
CC(=O)c1ccc(N2C(=O)CC(Sc3ccccc3C(=O)O)C2=O)cc1 (stereo not drawn),-0.2,-5,0.3,2
O=C(O)c1cc(NC(=O)c2ccc(N3C(=O)C4C5C=CC(C5)C4C3=O)cc2)cc(C(=O)O)c1 (stereo not drawn),0.1,8,0.6,5
COC(=O)CNc1ccc(C(O)(C(=O)OC)C(F)(F)F)cc1 (stereo not drawn),0.1,5,0.4,-8
Cc1cc2nccc(C3CCCN(C(=O)c4cnccn4)C3)n2n1 (stereo not drawn),-0.1,2,2.2,-11
CC1CCCC(NC(=O)C2c3ccccc3C(=O)N2Cc2ccc3c(c2)OCO3)C1C (stereo not drawn),0.2,10,0.6,7
CCOC(=O)N1CCN(C(=O)/C=C/c2ccc3c(c2)OCO3)CC1,-0.2,-21,0.3,-4
Cc1ccc(CN2CCNC(=O)C2CC(=O)NCc2cc(C)n(C)n2)o1 (stereo not drawn),0.0,-3,0.1,11
CC(C)(C)OC(=O)N/N=C/c1cn(-c2ccccc2)nc1-c1cccnc1,-0.1,3,2.2,0
CN(c1ccc(Cl)cc1)c1cc(=O)n(C)c2ccccc12,0.1,-5,-0.4,-1
COc1ccccc1CNC(=O)CCC(=O)NNc1nc2ccccc2c2nc(C)nn12,0.1,6,-1.1,15
Cc1cccc(-n2ncc3c(Nc4ccc(Oc5ccccc5)cc4)ncnc32)c1,-0.2,1,-0.8,-6
CC(O)c1cccc(NC(=O)c2cc3n(n2)C(C(F)(F)F)CC(c2ccco2)N3)c1 (stereo not drawn),-0.1,-2,-0.7,-4
O=C(CSc1nc(O)cc(=O)[nH]1)C1CC1,0.0,-3,1.9,1
CN1CCc2c(sc3c2C(=O)NC(/C=C/c2ccco2)N3)C1 (stereo not drawn),0.3,17,0.7,1
CCC(=Nc1ccc(N)cc1)C1=C(O)CCCC1=O,-0.4,39,0.4,-7
COc1ccccc1N1C(=O)c2ccccc2NC12C(=O)N(Cc1c(Cl)cccc1Cl)c1ccccc12 (stereo not drawn),0.0,-3,-0.5,4
CCc1ccc(-n2c(=S)sc3c(=O)n(-c4ccc(F)cc4)c(SCC(=O)Nc4cc(C)[nH]n4)nc32)cc1,-0.2,-6,0.7,2
CCCN1CCN(CCCNC(=O)Cn2nc(-c3ccc(Cl)cc3)ccc2=O)CC1,-0.2,3,-1.2,-6
CC(=O)Nc1ccc2c(COC(=O)Cc3coc4cc5c(cc34)CCC5)cc(=O)oc2c1,-0.1,24,-1.4,1
CCOC(=O)C1=C(C)N=c2s/c(=C\c3cccc(O)c3)c(=O)n2C1c1ccc(OC)cc1 (stereo not drawn),-0.1,3,0.2,6
CCc1ccc(NC(=O)CCS(=O)(=O)c2ccc(OC)cc2)cc1,0.1,11,1.4,0
CCN(Cc1ccccc1)c1ccc(/C=C(\C#N)C(=O)NCCOC)cc1,0.2,15,-0.2,1
COc1ccc(C2C3=C(CCCC3=O)OC(N)=C2[N+](=O)[O-])cc1 (stereo not drawn),0.0,12,-0.3,6
N#Cc1ccccc1COc1ccccc1CO,0.1,12,-0.2,-11
COc1ccc(C2(CN=Cc3ccc([N+](=O)[O-])cc3)CCOCC2)cc1OC,-0.2,-8,1.3,4
CCc1ccc(C2=NC(c3ccc(OC)c(Br)c3)NC(c3ccccc3O)C2)cc1 (stereo not drawn),-0.1,-3,1.0,-46

# Continued.
SMILES,FBW7 activator,MITF primary,GPR151 activ,TEAD-YAP inh
C=CCN1C(=O)/C(=C\c2cccc3ccccc23)C(=O)NC1=S,-0.1,4,2.5,2
Cc1ccc(-c2csc(Nc3ccccc3Cl)n2)cc1,-0.1,-9,0.7,-31
O=C1OC(c2ccc(Cl)c([N+](=O)[O-])c2)=N/C1=C\c1cc(Br)cs1,0.0,-1,-0.3,-8
C/C(=C\c1ccccc1)CN1CCc2nnc(C(NC(=O)C3CCOC3)C(C)C)n2CC1 (stereo not drawn),-0.1,5,1.2,10
Cc1ccc2c(c1)cc(CN(Cc1ccccc1)C(=O)Nc1ccccc1)c1nnnn12,0.1,10,1.2,11
Cc1cc(-c2cncnc2C2CCCN(CC(=O)N3CCCCC3)C2)on1 (stereo not drawn),0.6,20,0.4,13
O=C(Nc1cccc([N+](=O)[O-])c1)c1cccc(S(=O)(=O)Nc2ccc(F)cc2)c1,0.0,8,-1.4,-1
CC1CCN(S(=O)(=O)c2ccc3[nH]cc(C(=O)NC4CCCCCC4)c(=O)c3c2)CC1,0.0,12,-1.9,-5
FC(F)(F)c1nnc2c3ccccc3c(N3CCN(c4cccc(Cl)c4)CC3)nn12,0.7,-6,-0.9,-5
COC(=O)C1=C(C)NC2=C(C(=O)CC(c3ccc(OC)cc3)C2)C1c1ccc(C)cc1 (stereo not drawn),0.5,10,0.3,10

# An excerpt of these results, with two lines to a compound:
# Under each structure: FBW7 activator, MITF primary, GPR151 activ, TEAD-YAP inh
CCc1ccc(NC(=O)CCS(=O)(=O)c2ccc(OC)cc2)cc1
  0.1, 11, 1.4, 0
CCN(Cc1ccccc1)c1ccc(/C=C(\C#N)C(=O)NCCOC)cc1
  0.2, 15, -0.2, 1
COc1ccc(C2C3=C(CCCC3=O)OC(N)=C2[N+](=O)[O-])cc1 (stereo not drawn)
  0.0, 12, -0.3, 6
N#Cc1ccccc1COc1ccccc1CO
  0.1, 12, -0.2, -11
COc1ccc(C2(CN=Cc3ccc([N+](=O)[O-])cc3)CCOCC2)cc1OC
  -0.2, -8, 1.3, 4
CCc1ccc(C2=NC(c3ccc(OC)c(Br)c3)NC(c3ccccc3O)C2)cc1 (stereo not drawn)
  -0.1, -3, 1.0, -46
C=CCN1C(=O)/C(=C\c2cccc3ccccc23)C(=O)NC1=S
  -0.1, 4, 2.5, 2
Cc1ccc(-c2csc(Nc3ccccc3Cl)n2)cc1
  -0.1, -9, 0.7, -31
O=C1OC(c2ccc(Cl)c([N+](=O)[O-])c2)=N/C1=C\c1cc(Br)cs1
  0.0, -1, -0.3, -8
C/C(=C\c1ccccc1)CN1CCc2nnc(C(NC(=O)C3CCOC3)C(C)C)n2CC1 (stereo not drawn)
  -0.1, 5, 1.2, 10
Cc1ccc2c(c1)cc(CN(Cc1ccccc1)C(=O)Nc1ccccc1)c1nnnn12
  0.1, 10, 1.2, 11
Cc1cc(-c2cncnc2C2CCCN(CC(=O)N3CCCCC3)C2)on1 (stereo not drawn)
  0.6, 20, 0.4, 13
O=C(Nc1cccc([N+](=O)[O-])c1)c1cccc(S(=O)(=O)Nc2ccc(F)cc2)c1
  0.0, 8, -1.4, -1
CC1CCN(S(=O)(=O)c2ccc3[nH]cc(C(=O)NC4CCCCCC4)c(=O)c3c2)CC1
  0.0, 12, -1.9, -5
FC(F)(F)c1nnc2c3ccccc3c(N3CCN(c4cccc(Cl)c4)CC3)nn12
  0.7, -6, -0.9, -5
COC(=O)C1=C(C)NC2=C(C(=O)CC(c3ccc(OC)cc3)C2)C1c1ccc(C)cc1 (stereo not drawn)
  0.5, 10, 0.3, 10

# Additional compounds.
SMILES,FBW7 activator,MITF primary,GPR151 activ,TEAD-YAP inh
Cc1cccc(-c2nc3ccc(NC(=O)c4cccc(F)c4)cc3o2)c1,0.1,0,0.3,-12
COc1ccc(OC)c(NC(=O)CCc2c(C)nc3cc(-c4ccccc4)nn3c2C)c1,0.0,10,0.0,11
CC(=O)c1ccc(-c2ccc(NCC(C)(C)C)nc2)cc1,0.2,1,1.7,-27
Cc1ccc2cccc(OCc3nnc(SCC(=O)O)n3C)c2n1,0.2,10,-0.2,1
O=C(c1ccncc1)N(Cc1ccco1)Cc1cc2cc3c(cc2[nH]c1=O)OCO3,-0.5,13,0.7,7
Cc1ccc(NC(=O)CCC(=O)Nc2ccccc2C)cc1,0.5,12,-1.1,-4
Cc1ccc2nc3c(cc(C(=O)NCc4ccco4)c(=N)n3Cc3cccnc3)c(=O)n2c1,0.0,19,-0.6,4
CC1(C)CC(=O)C2=C(C1)Nc1ccccc1N(C(=O)C(F)(F)F)C2c1ccc([N+](=O)[O-])cc1 (stereo not drawn),0.2,-2,2.6,2
O=C(NCCSCc1ccccc1)c1ccccc1,0.1,10,0.3,-3
CC(=O)N1CCc2cc(C(O)CN3CCN(c4ccc(Cl)cc4)CC3)ccc21 (stereo not drawn),0.0,10,-1.0,0
O=C1NC(=Nc2ccc(F)cc2)S/C1=C\c1cccnc1,0.3,10,2.3,9
Cc1csc(SCC(=O)NCC2Cc3cccc(-c4ncccn4)c3O2)n1 (stereo not drawn),-0.1,-1,-0.6,7
O=C(c1ccc2c(c1)OCCO2)N1CCc2c(nc(N3CCCC3)[nH]c2=O)C1,-0.2,17,1.2,6
O=C(Nc1ccccc1C(F)(F)F)c1ccc(F)c(S(=O)(=O)N2CCN(c3cccc(Cl)c3)CC2)c1,0.2,13,-0.3,0
CC(=O)c1ccc(NC(=O)CCc2c(C)nc3c(-c4ccc(F)cc4)c(C)nn3c2C)cc1,0.5,22,-0.6,-4
COC(=O)C1C(=O)NC(SCC(N)=O)=C(C#N)C1c1ccc(Cl)cc1 (stereo not drawn),-0.1,5,-0.9,-10
Cc1ccc(S(=O)(=O)N(CC(=O)NCc2ccc(Cl)cc2)Cc2ccccc2)cc1,0.1,-7,0.1,4
O=C(Nc1ccc2oc(-c3cc(Br)ccc3Cl)nc2c1)c1ccco1,0.2,7,-0.4,-2
CCC1CCCCN1C(=O)Nc1cccc(C(C)=O)c1 (stereo not drawn),0.5,13,-1.8,-1
Cc1cc(C)c(NC(=O)C(=O)NCC2CCCO2)c(C)c1 (stereo not drawn),-0.1,-5,-0.1,-14
O=C(CN1C(=O)c2ccccc2C1=O)Oc1c(-c2ccccc2)oc2ccccc2c1=O,-0.2,-6,-0.4,-29
COc1ccc(NC(=O)c2cc(S(=O)(=O)N3CCN(c4cccc(C)c4C)CC3)ccc2F)cc1,0.4,-15,-1.9,-7
O=S(=O)(c1ccccc1)N(c1cccnc1)S(=O)(=O)c1ccccc1,-0.1,-7,0.1,-1
COc1cc(/C=C2/SC(=Nc3ccccc3)N(N(C)C)C2=O)cc(Br)c1OC,-0.1,13,-0.2,-4
C=CCn1c(N/N=C/c2ccc(O)cc2O)nc2c1c(=O)n(C)c(=O)n2C,-0.4,7,-1.4,13
Cc1cccc(NC(=O)C(=O)NCc2ccccc2Cl)c1,-0.1,1,1.2,-26
CC(C)CCNC(=O)c1ccc(CN2CCOCC2)cc1,0.0,12,0.6,-17
O=C(O)c1cccc(Oc2ccc([N+](=O)[O-])cc2C(F)(F)F)c1,0.0,-12,0.2,-8
O=C(/C=C/Nc1ccccc1O)c1ccco1,-0.3,5,0.2,-49
CCSCCOC(=O)C1=C(C)NC(=O)NC1c1ccc(OC)c(OC)c1 (stereo not drawn),0.3,14,-1.5,-3
O=C(NCCSc1ccccn1)C1COc2ccccc2O1 (stereo not drawn),-0.3,-15,-1.6,-35
O=C1N=c2ccc(F)cc2=C1c1sc(=S)n(CCS(=O)(=O)O)c1O,-0.5,4,0.2,-4
